S2 tox – Viability Counterscreen for Primary qHTS for Inhibitors of ATXN expression; S2 cells (HEK-293 line with an ATXN2-luciferase reporter) viability, CellTiter-Fluor protease fluorescence, 24 h; Potency, µM (top dose mostly 56.7 µM), hits mostly cytotoxic; actives 0.49% (n = 400,000); AID 651635, 2014; also: potency is read from the fitted curve at half-maximal effect; nearly all actives have a fitted effect of over 40% in size
MCF10A rereplic – A quantitative high throughput screen for small molecules that induce DNA re-replication in MCF 10a normal breast cells. MCF 10A DNA re-replication, Hoechst nuclear intensity, 48 h. actives 2.9% (n = 350,000). Potency, µM (top dose mostly 46.1 µM), for the others: at the top dose activity, positive = re-replication, most hits filed as activators; also: potency is read from the fitted curve at half-maximal effect; % of control where 0% means no effect; nearly all actives have a fitted effect of over 50% in size
HepG2 viability – qHTS for Inhibitors of TGF-b: Cytotox Counterscreen | Potency, µM (titrated, usually from 46.1 µM), for inactives: top-dose activity change, negative = cytotoxicity, most hits filed as cytotoxic | actives 0.76% (n = 410,000) | HepG2 CAGA-GFP viability, ATP luminescence, 18 h; also: potency is read from the fitted curve at half-maximal effect; some results filed as inactive show a strong effect at the top dose
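HepG2 CAGA-GFP cells (1000/well, DMEM with 1% FBS) received compound, then TGF-beta at 500 pg/mL final, and were incubated 18 hours at 37 degrees C. Viability was read by CellTiter-Glo luminescence. Media-only wells were set as complete cell-killing and DMSO as no toxicity.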
HT1080 IDH1KD tx – qHTS for induction of synthetic lethality in tumor cells producing 2HG: qHTS for the HT-1080-IDH1KD cell line | HT-1080 IDH1 knockdown viability, ATP luminescence, 48 h | Potency, µM (top dose mostly 46.1 µM), inactives show at the top dose activity, negative = toxicity, hits mostly cytotoxic | actives 2% (n = 360,000) | AID 686971, 2013;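 also: potency is read from the fitted curve at half-maximal effect; 0% = DMSO wells and -100% = cell-free medium wells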
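After a 2 h attachment period, IDH1KD HT-1080 cells took pin-transferred compound for 48 h at 37 °C; ATP-based luminescence after 10 min room-temperature reagent incubation reported viability.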
SW480 rerep – A quantitative high throughput screen for small molecules that induce DNA re-replication in SW480 colon adenocarcinoma cells | SW480 DNA re-replication, Hoechst DNA content imaging, 48 h | Potency, µM (highest dose often 46.1 µM), without a hit: at the top dose re-replication activation, hits mostly activators | actives 1.8% (n = 340,000) | AID 624297, 2012; also: potency is read from the fitted curve at half-maximal effect; % of control where 0% means no effect; nearly all actives have a fitted effect of over 55% in size
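DNA re-replication was detected as more nuclei of elevated Hoechst intensity after 48 hr exposure to compound (23 nL pinned per well of 250 cells).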
HT1080NT lethal – qHTS for induction of synthetic lethality in tumor cells producing 2HG: qHTS for the HT-1080-NT fibrosarcoma cell line; HT-1080-NT fibrosarcoma viability, CellTiter-Glo ATP luminescence, 48 h; Potency, µM (doses to about 46.1 µM), for the others: at the highest dose activity, negative = less viability, actives largely listed as cytotoxic; actives 1.6% (n = 360,000); AID 686970, 2013;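 also: NT is the 2HG producing partner of a matched IDH1 knockdown line; potency is read from the fitted curve at half-maximal effect; 0% = DMSO-treated cells and -100% = media-only wells without cells; nearly all actives have a fitted effect of over 55% in size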
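Fibrosarcoma NT cells, 750 per well in 5% FBS RPMI, were exposed to compound for 48 hours. Viability: CellTiter-Glo luminescence.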
ATXN2 expr inh – Primary qHTS for Inhibitors of ATXN expression; actives 0.72% (n = 360,000); HEK-293 ATXN2-luciferase reporter, luminescence, 24 h; Potency, µM (highest dose often 57 µM), without a hit: at the top dose activity change, negative = inhibition, actives largely listed as inhibitors; AID 1745845, 2022; also: potency is read from the fitted curve at half-maximal effect; % is scaled to controls: 0 for no effect and ±100 for the full control effect; nearly all actives have a fitted effect of over 55% in size
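ATXN2-luciferase reporter cells (luciferase flanked by upstream and downstream ATXN2 gene portions) were treated 24 h at 37 °C with compounds at up to 57 uM. SteadyGlo luminescence gave expression; GF-AFC fluorescence gave viability.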
IL1B secr inh – qHTS for Inhibitors of Inflammasome Signaling: IL-1-beta AlphaLISA Primary Screen; AID 743279, 2014; THP-1 LPS/ATP IL-1B secretion, AlphaLISA, 16 h; active compounds read low; activity change, % at 57.5 µM; actives 4.7% (n = 360,000); in the data active = activity change below about -50%; inconclusive = mostly about -30% to -49%; also: % is scaled to controls: 0 for no effect and ±100 for the full control effect
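THP-1 cells pretreated 1 hr with compounds (up to 57.5 uM final), then stimulated with LPS (250 ng/mL final) plus ATP (1.25 mM final); secreted IL-1B measured by AlphaLISA after 16 hr, decreased signal indicating inhibition.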
KB-3-1 cytotox – qHTS assay for MDR1-selective chemotherapeutics: Primary screen using the parental adenocarcinoma cell KB-3-1; AID 1347075, 2019; actives 1.4% (n = 400,000); Potency, µM (top dose mostly 46.1 µM), for the others: at the highest dose activity change, negative = cytotoxic, hits mostly cytotoxic; KB-3-1 viability, CellTiter-Glo ATP luminescence, 72 h; also: potency is read from the fitted curve at half-maximal effect; % is scaled to controls: 0 for no effect and ±100 for the full control effect; nearly all actives have a fitted effect of over 60% in size
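Here the drug-naive KB-3-1 line serves as comparator for MDR sub-line selectivity; cells received compound titrations, 72 h at 37 °C, then CellTiter-Glo readout.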
* marks the source's active call; other numbers are inactive results; [ ] = another dose, or the depositor's remark. Unless noted, calls follow the shape of the dose curve; as a rule, active = well fitted curve in the direction sought with a large enough effect; inconclusive = small, poorly fitted or top-dose-only effect, or another doubt; inactive = no such curve, though single readings can be large; an effect the other way counts as inactive or inconclusive.

Screening CCc1ccc(N2CC(C(=O)Nc3ccc(S(=O)(=O)Nc4ncccn4)cc3)CC2=O)cc1 (stereo unspecified) returned S2 tox inactive, MCF10A rereplic -4%, HepG2 viability 7%, HT1080 IDH1KD tx 2%, SW480 rerep -32%[inhibitor], HT1080NT lethal -1%, ATXN2 expr inh 1%, IL1B secr inh 17 and KB-3-1 cytotox 8%.
`O=C(NCc1ccccn1)c1ccccc1-c1ccccc1` gave S2 tox inactive, MCF10A rereplic 10%, HepG2 viability -1%, HT1080 IDH1KD tx 9%, SW480 rerep -18%, HT1080NT lethal 27%, ATXN2 expr inh 20%, IL1B secr inh -13 and KB-3-1 cytotox inconclusive.
Screening O=C(Nc1ccccc1)C1CCCCN1S(=O)(=O)c1ccccc1 (stereo unspecified) returned S2 tox inactive, MCF10A rereplic 0%, HepG2 viability 43%, HT1080 IDH1KD tx -17%, SW480 rerep -1%, HT1080NT lethal -8%, ATXN2 expr inh -5%, IL1B secr inh 9 and KB-3-1 cytotox -4%.
COCCNC(=O)C(=O)N/N=C/c1cccs1 was read as S2 tox inactive, MCF10A rereplic -4%, HepG2 viability 2%, HT1080 IDH1KD tx 5%, SW480 rerep 4%, HT1080NT lethal 2%, IL1B secr inh 20 and KB-3-1 cytotox 7%.
For Cc1cccc(-c2cc(C(=O)NCc3ccccn3)c3ccccc3n2)c1 the results were S2 tox inconclusive, MCF10A rereplic 26%, HepG2 viability 3%, HT1080 IDH1KD tx 7%, SW480 rerep -1%, HT1080NT lethal -4%, ATXN2 expr inh 32%, IL1B secr inh -23 and KB-3-1 cytotox -13%.
Screening C=CCn1c(SCN2C(=O)c3ccccc3C2=O)nc2ccc(Cl)cc2c1=O returned S2 tox inactive, MCF10A rereplic 4%, HepG2 viability -1%, HT1080 IDH1KD tx 0%, SW480 rerep -8%, HT1080NT lethal -1%, ATXN2 expr inh -20%, IL1B secr inh 33 and KB-3-1 cytotox inconclusive.
For O=S1(=O)CC(N2CCN(CCO)CC2)CN1C1CCCCC1 (stereo unspecified) the results were S2 tox inactive, HepG2 viability 12%, HT1080 IDH1KD tx 26%, HT1080NT lethal 29%, ATXN2 expr inh 12%, IL1B secr inh 0 and KB-3-1 cytotox 0%.
Screening CCCCC[C@H](C)N1C[C@@H](COCc2ccccc2)Oc2cc(N3CC[C@@H](N(C)C)C3)ccc2S1(=O)=O returned S2 tox 25µM*, HT1080 IDH1KD tx 18µM*, HT1080NT lethal inconclusive, ATXN2 expr inh 32µM*, IL1B secr inh inconclusive and KB-3-1 cytotox inconclusive.
Cn1c(=O)c(C(=O)O)nn(-c2ccccc2)c1=O was read as S2 tox inactive, HepG2 viability -1%, ATXN2 expr inh 13% and KB-3-1 cytotox 3%.
`Cc1cc(C)c(NC(=O)COC(=O)Cc2cccs2)c(C)c1` gave S2 tox inactive, MCF10A rereplic -27%, HepG2 viability -11%, HT1080 IDH1KD tx 5%, SW480 rerep -12%, HT1080NT lethal 10%, ATXN2 expr inh -20%, IL1B secr inh 9 and KB-3-1 cytotox 1%.
Screening O=[N+]([O-])c1ccc(S(=O)(=O)N/N=C/c2ccc3c(c2)OCO3)cc1 returned S2 tox inactive, MCF10A rereplic 5%, HepG2 viability -2%, HT1080 IDH1KD tx 8%, SW480 rerep 17%, HT1080NT lethal 1%, ATXN2 expr inh 0%, IL1B secr inh -6 and KB-3-1 cytotox 14%.
For CN(C)S(=O)(=O)c1ccc(/C(O)=C2/C(=O)C(=O)N(CCCN3CCOCC3)C2c2ccncc2)cc1 (stereo unspecified) the results were S2 tox inactive, MCF10A rereplic 9%, HepG2 viability 0%, HT1080 IDH1KD tx 22%, SW480 rerep -8%, HT1080NT lethal 23%, ATXN2 expr inh 1%, IL1B secr inh -15 and KB-3-1 cytotox 13%.
`CC(CCCN(C)C)C(Cc1ccccc1)c1ccccc1` (stereo unspecified) gave S2 tox inactive, MCF10A rereplic inconclusive, HepG2 viability -49%, HT1080 IDH1KD tx 16µM*, SW480 rerep inconclusive, HT1080NT lethal inconclusive, ATXN2 expr inh -27%, IL1B secr inh -66* and KB-3-1 cytotox -8%.
CC(=O)c1cccc(-c2ccnc3c2CC(C(=O)Nc2ccc(F)c(Cl)c2)O3)c1 (stereo unspecified) was read as S2 tox inactive, HepG2 viability 3%, HT1080 IDH1KD tx inconclusive, HT1080NT lethal inconclusive, ATXN2 expr inh inconclusive, IL1B secr inh -25 and KB-3-1 cytotox inconclusive.
For COCCSc1ccccc1C(=O)Nc1ccc(Cl)cn1 the results were S2 tox inactive, MCF10A rereplic -3%, HepG2 viability -3%, HT1080 IDH1KD tx 12%, SW480 rerep -14%, HT1080NT lethal 7%, ATXN2 expr inh -4%, IL1B secr inh 0 and KB-3-1 cytotox 0%.
Screening COc1ccccc1C(=O)Nc1cccc(NC(=O)c2ccccc2OC)n1 returned S2 tox inactive, MCF10A rereplic -1%, HepG2 viability -26%, HT1080 IDH1KD tx inconclusive, SW480 rerep -6%, HT1080NT lethal inconclusive, ATXN2 expr inh -8%, IL1B secr inh 20 and KB-3-1 cytotox 11%.
`Cc1cccc(C(=O)O)c1O` gave S2 tox inactive, MCF10A rereplic 8%, SW480 rerep -3% and ATXN2 expr inh 15%.
Cc1ccc(C)n1-c1nnc(N2CCCC(C(=O)NCc3cccc(Br)c3)C2)s1 (stereo unspecified) was read as S2 tox inactive, HepG2 viability -36%, ATXN2 expr inh -27% and KB-3-1 cytotox -2%.
Screening Cc1nc2c(-c3ccc(Cl)cc3)cnn2c(N)c1-c1ccc(F)cc1 returned S2 tox inactive, MCF10A rereplic -1%, HepG2 viability 0%, HT1080 IDH1KD tx 16%, SW480 rerep 17%, HT1080NT lethal 12%, IL1B secr inh inconclusive and KB-3-1 cytotox 1%.
Screening O=C1CC(c2ccc(O)cc2)Oc2cc(O)ccc21 (stereo unspecified) returned S2 tox inactive, MCF10A rereplic 1%, HepG2 viability -18%, HT1080 IDH1KD tx 0%, SW480 rerep -1%, HT1080NT lethal 0%, ATXN2 expr inh 42%[activator], IL1B secr inh -12 and KB-3-1 cytotox -4%.

Brought forward from above: 2 entries; new compounds follow.
Screening Cc1nc2c(-c3ccc(Cl)cc3)cnn2c(N)c1-c1ccc(F)cc1 returned S2 tox inactive, MCF10A rereplic -1%, HepG2 viability 0%, HT1080 IDH1KD tx 16%, SW480 rerep 17%, HT1080NT lethal 12%, IL1B secr inh inconclusive and KB-3-1 cytotox 1%.
Screening O=C1CC(c2ccc(O)cc2)Oc2cc(O)ccc21 (stereo unspecified) returned S2 tox inactive, MCF10A rereplic 1%, HepG2 viability -18%, HT1080 IDH1KD tx 0%, SW480 rerep -1%, HT1080NT lethal 0%, ATXN2 expr inh 42%[activator], IL1B secr inh -12 and KB-3-1 cytotox -4%.
Cc1nc2cnccc2n1C was read as S2 tox inactive, MCF10A rereplic -2%, HepG2 viability 3%, HT1080 IDH1KD tx 3%, SW480 rerep 3%, HT1080NT lethal 16%, ATXN2 expr inh -8%, IL1B secr inh 20 and KB-3-1 cytotox 18%.
CC1CCN(C(c2ccc(N(C)C)cc2)c2nnnn2Cc2ccccc2)CC1 (stereo unspecified) was read as S2 tox inactive, MCF10A rereplic 11%, HepG2 viability 12%, HT1080 IDH1KD tx 9%, SW480 rerep -5%, HT1080NT lethal 8%, ATXN2 expr inh 2%, IL1B secr inh -9 and KB-3-1 cytotox -11%.
For CCOc1ccccc1NC(=O)N1CCC(NC(=O)c2cccc(C)c2)CC1 the results were S2 tox inconclusive, MCF10A rereplic 0%, HepG2 viability -2%, HT1080 IDH1KD tx -2%, SW480 rerep 2%, HT1080NT lethal 9%, ATXN2 expr inh -20%, IL1B secr inh 18 and KB-3-1 cytotox -6%.
Screening CC(C)C(NS(=O)(=O)c1cccc2nsnc12)C(=O)NCc1ccc2c(c1)OCO2 (stereo unspecified) returned S2 tox inactive, MCF10A rereplic -5%, HepG2 viability -6%, HT1080 IDH1KD tx 0%, SW480 rerep 0%, HT1080NT lethal -2%, ATXN2 expr inh 2%, IL1B secr inh -7 and KB-3-1 cytotox 0%.
Screening O=C(Nc1scc(-c2cccs2)c1C(=O)O)c1cccs1 returned S2 tox inactive, MCF10A rereplic 0%, HepG2 viability -29%, HT1080 IDH1KD tx inconclusive, SW480 rerep -3%, HT1080NT lethal -15%, ATXN2 expr inh 21%, IL1B secr inh -9 and KB-3-1 cytotox -14%.
`Cc1ccc(-n2c3nc(=O)[nH]c(=O)c-3cc3c(C)nn(-c4ccccc4)c32)cc1C` gave S2 tox inactive, HepG2 viability -12%, ATXN2 expr inh 5% and KB-3-1 cytotox 3%.
For O=C(CC(c1cccs1)N1Cc2ccccc2C1=O)Nc1ccccc1 (stereo unspecified) the results were S2 tox inactive, HepG2 viability -2%, ATXN2 expr inh 12% and KB-3-1 cytotox 1%.
`N#Cc1cc(C(=O)Cc2ccccc2)c[nH]1` gave S2 tox inactive, MCF10A rereplic -13%, HepG2 viability -3%, HT1080 IDH1KD tx 5%, SW480 rerep 10%, HT1080NT lethal -1%, ATXN2 expr inh 18%, IL1B secr inh -10 and KB-3-1 cytotox inconclusive.
CC(=O)c1ccc(NC(=O)CN2C(=O)NC3(CCCc4ccccc43)C2=O)cc1 (stereo unspecified) was read as S2 tox inactive, MCF10A rereplic -3%, HepG2 viability -24%, HT1080 IDH1KD tx -5%, SW480 rerep -19%, HT1080NT lethal -5%, ATXN2 expr inh 4%, IL1B secr inh -2 and KB-3-1 cytotox -2%.

Source: PubChem
